CHOP inh: inhibitors of CHOP promoter induction, primary screen, cell-based, unfolded protein response, luciferase reporter | CHO-K1 CHOP-promoter luciferase, tunicamycin-induced, 15-18 h | inhibition, % at 10 µM | 220,000 tested, 3.8% active | AID 2732, 2010;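 active means compounds that reduced the stress-induced luciferase reporter signal by more than about 70% of percent inhibition, limit read from the data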;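 further: 0% = tunicamycin plus vehicle and 100% = wells without tunicamycin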
Runt-SMMHC FRET: inhibitors of RUNX1 Runt–CBFb-SMMHC binding, primary screen, biochemical, FRET, Cerulean-Runt, Venus-CBFb-SMMHC, uHTS. Runt-related transcription factor 1 (Homo sapiens) + Core-binding factor subunit beta …. Cerulean-Runt/Venus-CBFb-SMMHC FRET ratio 530/480, 1 h. inhibition, % at 20 µM. 220,000 tested, 0.74% active. AID 1434, 2008;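 active means mean inhibition across duplicate retests at 20 µM reaching about 50%, limit read from the data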;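 further: 0% = DMSO wells and 100% = wells with excess untagged CBFb-SMMHC; inhibitors lower the FRET ratio by blocking Runt binding to CBFb-SMMHC; some results filed as inactive read as strong as hits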
TRPN1 ag: zebrafish TRPN1 channel agonists, primary screen, cell-based, HEK293, calcium fluorescence | HEK293 zebrafish TRPN1-YFP, Fluo-8 calcium fluorescence; 100% = response to 87 µM carbachol | activation, % at 3 µM | 220,000 tested, 0.18% active | AID 1424, 2008;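 active means activation above its plate's cutoff, the mean activation of test wells on that plate plus 3 SD, cut at about 19% in these data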;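 further: 0% = DMSO alone and 100% = 87 µM carbachol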
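Control set: carbachol 87 µM as high control, DMSO as low control; system: HEK293 stable line with zebrafish TRPN1-YFP; read-out: % activation versus carbachol response; detection: intracellular calcium fluorescence with Fluo-8; doses: single test compound dose, 3 µM nominal, 0.3% DMSO; schedule: dye 1 h 37 °C plus 30 min RT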
EBV gp42 inh: Epstein-Barr virus gp42 inhibitors, primary screen, biochemical, uHTS, fluorescence polarization; Fluorescence polarization binding assay, mP read-out; 220,000 tested, 0.42% active; inhibition, % (tested at 21.74 µM); AID 1085, 2008; in the data active means inhibition above about 50%
Target sequence (Q1HVG2 whole entry, looked up): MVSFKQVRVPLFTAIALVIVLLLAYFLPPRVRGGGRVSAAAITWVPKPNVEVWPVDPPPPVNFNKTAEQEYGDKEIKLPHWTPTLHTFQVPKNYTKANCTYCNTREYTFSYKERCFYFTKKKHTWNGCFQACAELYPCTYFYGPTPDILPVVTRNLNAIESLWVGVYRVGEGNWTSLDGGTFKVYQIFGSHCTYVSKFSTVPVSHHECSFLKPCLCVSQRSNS
TNF necrop inh: inhibitors of TNF-alpha triggered necroptosis, primary screen, cell-based, Jurkat FADD-/-, single concentration; Jurkat FADD-/- TNF necroptosis rescue, ATP luminescence, 24 h; 0 = TNF only, 100 = no-TNF cells; activation (protection from cell death), % at 10 µM; 220,000 tested, 0.068% active; AID 463075, 2010;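 active means activation, meaning protection from cell death, of at least 50% relative to plate controls; inactive means activation below 50%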;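 further: necroptosis triggered by 40 ng/mL TNF-alpha added together with compound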
PPC-1+TRAIL kill: compounds killing PPC-1 cancer cells with TRAIL present, primary screen, TRAIL potentiator project, ATPLite luminescence, uHTS; cell killing (% activity), % at 4 µM; AID 1443, 2008; PPC-1 cells + TRAIL, ATPLite viability luminescence; 220,000 tested, 0.41% active;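 active means cell killing above 50% in the first pass at 4 µM, then a duplicate retest at 5 µM averaging 50% or more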;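 further: plate controls were cells with TRAIL plus DMSO for no effect and medium-only wells lacking cells for full effect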
NCF1 inh: p47phox/p22phox peptide binding inhibitors, primary screen, biochemical, uHTS, NADPH oxidase regulatory subunit; inhibition, % at 24.7 µM; fluorescence polarization, 2 h; AID 1274, 2008; Neutrophil cytosol factor 1 (Homo sapiens), P14598; 220,000 tested, 0.53% active;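 active means inhibition above about 30%, limit read from the data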;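 further: 0% = p47phox with labelled peptide and 100% = labelled peptide alone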
TRPML3 agonist: human TRPML3 channel agonists, primary screen, cell-based, HEK293 TRPML3-YFP, Fluo-8 calcium fluorescence, 3 µM. Mucolipin-3 (Homo sapiens), Q8TDD5. 100% = the carbachol control signal. activation, % at 3 µM. 220,000 tested, 0.29% active. AID 1448, 2008;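 active means activation above its plate's cutoff, the mean activation of the plate's test wells plus 3 SD, cut at about 12% in these data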;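 further: 0% = DMSO only wells and 100% = carbachol wells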
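system = HEK293 cells stably carrying human TRPML3-YFP | doses = one concentration, 3 µM nominal, 0.3% DMSO | timing = dye loading 1 h 37 °C then 30 min ambient, 125 s read | detection = Fluo-8 calcium dye fluorescence, ex 470-495, em 515-575 nm | benchmarks = high control carbachol 87 µM, low control DMSO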
Mdm2 ligase inh: MDM2-luciferase reporter signal enhancers, primary screen, MDM2 E3 ligase inhibitor project, cell-based, luminescence, 1536-well; E3 ubiquitin-protein ligase Mdm2 (Homo sapiens), Q00987; cell-based MDM2 ubiquitination luciferase reporter, 2 h; 0 = plate control, 100 = twice control, blank-subtracted; signal enhancement, % at 5 µM; 210,000 tested, 0.11% active; AID 1230, 2008;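 active means signal enhancement of 30% or more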;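 further: luminescence tracks abundance of the self-degrading MDM2-luciferase fusion protein; higher signal means inhibition of MDM2 E3 ligase activity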
Target sequence (Q00987 whole entry, looked up, the tested form may be a part): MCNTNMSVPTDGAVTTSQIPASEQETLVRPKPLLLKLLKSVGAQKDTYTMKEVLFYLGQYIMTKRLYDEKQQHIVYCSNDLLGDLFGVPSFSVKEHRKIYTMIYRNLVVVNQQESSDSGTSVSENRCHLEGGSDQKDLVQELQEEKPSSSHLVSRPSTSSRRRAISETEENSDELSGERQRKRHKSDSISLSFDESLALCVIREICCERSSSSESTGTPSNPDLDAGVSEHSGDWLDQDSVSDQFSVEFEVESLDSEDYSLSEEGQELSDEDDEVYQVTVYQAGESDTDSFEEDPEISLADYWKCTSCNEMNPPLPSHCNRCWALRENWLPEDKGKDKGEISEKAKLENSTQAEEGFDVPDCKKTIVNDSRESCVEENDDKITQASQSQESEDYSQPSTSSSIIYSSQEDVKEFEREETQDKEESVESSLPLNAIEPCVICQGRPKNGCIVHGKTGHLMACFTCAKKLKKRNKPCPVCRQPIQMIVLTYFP
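Material: Stable MDM2–luciferase fusion reporter cells | Amount: 2000 cells seeded into each well | Dosing: One concentration, 5 µM, with 0.2% DMSO | Incubation: 4 h cell settling then 2 h compound exposure, 37 °C | Measured by: Luciferase luminescence | Read-out basis: % enhancement relative to plate controls after blank subtraction | Benchmarks: Control and blank well means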
The depositor's hits bear a star; . = not tested or not shown; [ ] = dose if it differs, or a comment. Not a hit list; any-hit rate near 5.9%.

SMILES	CHOP inh	Runt-SMMHC FRET	TRPN1 ag	EBV gp42 inh	TNF necrop inh	PPC-1+TRAIL kill	NCF1 inh	TRPML3 agonist	Mdm2 ligase inh
Nc1ccccc1C(=O)NCCN1CCNC1=O	20	0	0.3	-5	2.9	6	-2	1.5	-6
OCC1(Cc2ccccc2)CCN(Cc2cnc(-c3cccc4ccccc34)nc2)CC1	36	-1	0.7	5	1.3	12	-21	1.1	-7
O=C(CCSCc1ccccc1Cl)N1CCN(c2cccc(Cl)c2)CC1	-7	-12	0.7	-24	-0.2	19	-8	-0.1	-10
O=C(NNC(=S)NC1CC2C=CC1C2)c1ccncc1 (configuration not stated)	0	-2	1.9	-10	-1.4	-9	-20	1.0	-11
COc1ccc(NC(=S)N2CCN(c3ncccn3)CC2)c(OC)c1	2	2	1.6	-5	-1.0	9	-13	1.1	.
Cc1nnc(SCC(=O)NNC(=O)COc2ccc(Cl)cc2)s1	20	-4	-0.9	-4	1.9	13	-5	1.0	-8
COc1ccc(C)cc1S(=O)(=O)N(CC(=O)Nc1cccc([N+](=O)[O-])c1)c1ccc(C)c(C)c1	-30	4	-0.5	-5	1.8	0	-9	0.8	-9
COCc1c(Br)c(C)[nH]c(=O)c1C#N	10	-5	-0.3	-8	-0.1	-7	5	-0.3	-3
O=C(CSc1ncnc2c1cnn2-c1ccccc1)Nc1ccc2c(c1)OCO2	54	-6	0.5	-23	2.1	20	16	0.5	-17
O=[N+]([O-])c1ccc(O)c(Nc2ncnc3ccc(Br)cc23)c1	9	-8	1.2	8	-1.3	-3	-29	0.9	-9
Cc1cc(C)c(S(C)(=O)=O)c(N(C)N)n1	3	0	-0.7	-13	1.4	-1	-7	1.2	0
CC1(C)CC(=O)c2sc(NC(=O)C3CC3)nc2C1	20	-5	1.6	-4	1.4	-2	-12	0.7	-3
O=C(/C=C\Nc1ccc(S(=O)(=O)Nc2ncccn2)cc1)c1cccc2ccccc12	10	6	-0.3	-1	2.6	14	-11	0.8	-9
CC(C)CC(=O)Nc1ccc(-c2cn3ccsc3n2)cc1	33	-4	0.3	-11	-6.2	71*[5 µM]	-12	0.6	-39
CCC(=O)N1c2ccccc2NC2=C(C(=O)CCC2)C1c1cccnc1 (configuration not stated)	17	-22	2.0	-11	0.5	3	-14	0.5	-6
CC(C)CNS(=O)(=O)c1cc(C(=O)O)c(Cl)cc1Cl	-3	2	0.3	-5	-0.1	0	2	-0.2	-9
Cc1ccc(C)c(N2CCN(C(=O)C3CCN(S(=O)(=O)c4cccc5nsnc45)CC3)CC2)c1	56	-2	0.8	17	-9.8	10	-24	0.2	-15
C/C(N)=C(/C#N)C(=O)CSc1nnc(Nc2c(C)cccc2C)s1	-12	3	0.4	38	-0.2	6	-2	0.5	-4
CCN(CC)C(=O)CSc1nnc(NC(=O)CCc2ccccc2)s1	13	8	0.6	-45	1.6	7	-3	0.5	-5
CC(=O)/C(=N\Nc1ccccc1Cl)Sc1cccc2cccnc12	-6	-5	-0.4	-12	0.1	-6	-6	0.3	1
Cc1ccc(NC2CC(=O)N(c3cccc([N+](=O)[O-])c3)C2=O)cc1 (configuration not stated)	15	0	-0.1	-8	0.4	-15	-10	-0.1	-7
CN(/N=C/c1ccco1)C1=NS(=O)(=O)c2ccccc21	-19	2	0.5	-8	-0.5	6	0	0.6	-12
COc1ccc(-c2cn[nH]c2N)cc1	13	1	0.5	-1	-2.3	8	-7	1.1	-7
CSc1nc(C)cc(Oc2ccc(=O)n(C)n2)n1	3	6	0.4	-8	-1.5	13	6	0.6	-7
CCOC(=O)CN(C(=O)CSc1nnc2c(n1)[nH]c1ccc(F)cc12)c1ccccc1	18	2	-2.6	-1	-0.6	6	-13	-0.9	-17
Cc1ccnc(SCCn2c(N3CCN(c4ccccc4)CC3)nc3c2c(=O)[nH]c(=O)n3C)n1	20	1	2.3	-10	-7.3	8	6	-0.1	-4
CCS(=O)(=O)NCC(c1cccnc1)N1CCN(c2ccc(OC)cc2)CC1 (configuration not stated)	4	-1	2.2	1	2.2	19	-7	0.4	-18
CN1CCN(C(=O)c2cnn(-c3ccccc3)c2NC(=O)c2cccs2)CC1	-5	4	2.1	5	1.0	-1	-2	0.8	7
Cc1cs/c(=N\N=C\c2ccccc2)n1Cc1ccco1	27	-5	-1.4	6	1.3	1	-22	0.1	-12
CC(=O)Nc1sc(/C(C#N)=C\c2cccc(Cl)c2)nc1-c1ccc(C)cc1	21	-95	2.0	-2	1.8	3	14	2.9	-14
CCOC(=O)C1=C(COC(=O)C2(C)CC2(Cl)Cl)NC(=O)NC1c1ccccc1 (configuration not stated)	0	3	1.1	-2	7.2	7	-7	0.3	-24
CCOc1ccc2[nH]cc(C(=O)O)c(=O)c2c1	7	-2	0.2	-16	-0.4	-10	0	0.3	-12
O=C(NC1CCCCC1)C(c1ccncc1)N(Cc1ccc2c(c1)OCO2)C(=O)c1cnsn1 (configuration not stated)	-10	3	0.7	-9	0.1	21	-5	-0.7	-15
COC(=O)C(=CC(=CN(C)C)C=C(C(=O)OC)C(=O)OC)C(=O)OC	8	-2	0.5	-24	2.5	-5	-8	0.7	-8
COc1ccc(NC(=O)CCCn2c(=O)c3sccc3n(Cc3ccccc3C)c2=O)cc1	22	-6	-2.5	-5	2.7	-7	-4	-0.5	1
CCC1(C)CC(CCN(Cc2ccco2)C(C)=O)(c2ccccc2)CCO1 (configuration not stated)	34	1	-1.7	-5	-0.5	4	-5	0.3	-1
CCC[n+]1cn(/C(C(=S)Nc2cccc(Cl)c2C)=C(/[O-])c2ccc(OC)c(OC)c2)c2ccccc21	17	2	0.0	-14	1.1	15	-9	0.5	-6
CN(C)S(=O)(=O)c1cccc(NC(=O)COC(=O)c2ccc(Br)o2)c1	27	1	1.3	-48	-0.5	-1	-13	0.4	-10
COc1ccc(C(=O)OC2CCN(C)CC2)cc1	10	-8	0.3	-15	0.5	37	-2	0.5	0
CCN(CCn1cccn1)C(=O)c1cc(COc2c(F)cccc2F)on1	-1	6	1.7	-5	0.3	-11	-2	0.6	1
CC1CCCN(C(=O)CSc2nc3ccccc3o2)C1 (configuration not stated)	-14	-1	-0.1	-11	0.9	7	-3	-0.8	-7
CC1=CC(C)(C)n2c(O)c(C3=NC(=S)NC3=O)c3cc(OC(=O)c4cccc5ccccc45)cc1c32	18	-3	-0.1	2	-12	12	1	0.7	-11
Cn1ncc(N)c1C(=O)Nc1cccc(C(F)(F)F)c1	21	4	-0.6	-4	0.5	23	-7	0.8	1
N#CC1=C(N)N2C(=C(C#N)C1c1ccc(Br)cc1)Nc1ccccc12 (configuration not stated)	106*	60*	1.4	-17	-8.3	4	6	2.3	-42
COc1ccc(NC(=O)C2CCCN(S(=O)(=O)c3cccc4nonc34)C2)c(OC)c1 (configuration not stated)	-9	1	-0.4	-7	-0.1	30	3	0.0	-7
O=C(CN1CCN(S(=O)(=O)c2ccc3ccccc3c2)CC1)NC(=O)NC1CCCCC1	39	-2	-0.8	-19	-3.5	17	-9	0.3	-3
COc1cccc(/C=N/Nc2cc(Cl)nc(C)n2)c1O	-8	6	1.6	0	-0.2	26	-4	0.7	-19
COc1ccc(NC2C=CS(=O)(=O)C2)c(OC)c1 (configuration not stated)	-38	-7	-0.3	0	-0.8	11	-5	0.7	-8
Nc1ccc(S(=O)(=O)c2ccc(N)c(N)c2)cc1	2	2	1.8	6	-0.6	6	1	0.9	-5
Cc1cc(NCCCCO)n2c(nc3ccccc32)c1C#N	-12	27	-0.3	-24	-3.1	7	-14	0.0	-11
C=CCN1C(=O)N/C(=C/c2ccc(C)o2)C1=O	12	14	0.5	-7	1.5	-17	-16	1.1	-3
Cc1nc(SCc2cccc(F)c2)[nH]c(=O)c1C#N	1	4	0.5	3	0.6	-26	3	0.4	-8
CSC(=NC#N)N1CCN(c2ccc([N+](=O)[O-])cc2)CC1	5	-12	0.5	-10	1.7	22	-1	0.8	-11
COc1ccc(Cl)cc1C(=O)CSc1nc(N)cc(N)n1	12	4	-0.4	-2	0.3	6	5	-0.1	-15
COCCNC(=O)CN(C(=O)Cn1nnc2ccccc21)c1ccc(C)c(F)c1	7	7	0.5	-13	-0.5	26	-3	0.9	2
Cc1cccc(CS(=O)(=O)c2nnc([C@H](Cc3ccccc3)NC(=O)OC(C)(C)C)o2)c1	115*	2	1.3	-16	-8.9	12	-5	1.5	-4
Cc1ccc(NC(=O)COC(=O)CN2C(=O)NC3(CCCC3)C2=O)cc1S(=O)(=O)N(C)C	-14	-1	2.5	-29	0.3	18	0	1.1	-22
CCCc1cc(=O)[nH]c(SCC(=O)CSc2nc(CCC)cc(=O)[nH]2)n1	39	6	0.0	-1	-3.8	13	-13	0.6	-16
Nc1ccc(C(=O)OCC(=O)NC2CCS(=O)(=O)C2)cc1[N+](=O)[O-] (configuration not stated)	4	-4	0.4	-12	2.5	-5	4	1.0	-6
COc1ccccc1CNC(=O)CS(=O)Cc1nc(-c2ccccc2C)oc1C (configuration not stated)	1	2	-1.1	-18	-0.1	-7	-5	-0.2	-1
COc1cc(C2C(C#N)=C(N)Oc3cc(C)oc(=O)c32)cc(OC)c1OC (configuration not stated)	-9	1	1.3	-11	-2.0	8	1	1.4	-17

Compound activity deposited in PubChem BioAssay by several laboratories.
